Assay outcomes deposited in PubChem by Sanford-Burnham Center for Chemical Genomics.
hIAP act: increases human intestinal alkaline phosphatase activity | P09923 | purified human IAP, CDP-Star luminescence, 30 min; hits give high values; 1 = vehicle-only enzyme, 0 = enzyme-free background | activation factor at 10 µM | 330,000 compounds, 0.16% hits | AID 2524;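 active means activation factor of the enzyme at least 2-fold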; further: the source names both 10 and 20 µM as test concentration; values of inactives mirror those of a sister screen read the other way
Target sequence (P09923 whole entry, looked up): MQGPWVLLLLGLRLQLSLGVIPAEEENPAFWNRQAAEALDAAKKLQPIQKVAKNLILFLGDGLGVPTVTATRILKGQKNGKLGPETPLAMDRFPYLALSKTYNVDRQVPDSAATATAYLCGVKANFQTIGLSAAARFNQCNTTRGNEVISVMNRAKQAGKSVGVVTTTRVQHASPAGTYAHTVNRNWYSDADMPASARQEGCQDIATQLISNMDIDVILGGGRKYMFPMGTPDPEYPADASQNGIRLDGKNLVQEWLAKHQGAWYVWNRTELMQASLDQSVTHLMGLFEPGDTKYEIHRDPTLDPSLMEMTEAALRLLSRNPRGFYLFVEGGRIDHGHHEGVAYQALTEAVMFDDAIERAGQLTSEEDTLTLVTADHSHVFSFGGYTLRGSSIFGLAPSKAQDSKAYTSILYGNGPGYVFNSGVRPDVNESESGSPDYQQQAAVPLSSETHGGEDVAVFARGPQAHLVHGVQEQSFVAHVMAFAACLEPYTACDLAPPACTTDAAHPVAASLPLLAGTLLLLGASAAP
HKDC1 inhibitor: HKDC1 (human) hexokinase inhibition; Q2TB90; recombinant HKDC1, G6PDH/diaphorase resazurin coupled fluorescence; inhibition, % at 20 µM; 340,000 compounds, 0.16% hits; AID 493160;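 active means inhibition above about 35% when tested at 20 µM, limit read from the data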;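 further: plate controls were DMSO wells with enzyme for no effect and DMSO wells lacking enzyme for full effect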
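Assay system: recombinant HKDC1 hexokinase; detection: coupled resazurin fluorescence, excitation 525 nm, emission 613 nm; benchmarks: DMSO-plus-enzyme-mix negative control, buffer-substituted positive control; compound dosing: single 20 µM dose; schedule: 90 min at room temperature in dark; also added: glucose plus 1 mM ATP as hexokinase substrates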
mIAP inh: mouse IAP inhibition. purified mouse IAP, CDP-Star luminescence, 30 min. inhibition, % at 10 µM. 330,000 compounds, 0.2% hits;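 active means inhibition of at least 40% at 10 µM in the primary screen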;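 further: plate controls were DMSO with enzyme for no effect and no enzyme wells for full effect; values of inactives mirror those of a sister screen read the other way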
ATG4B inhibitor: blocks human ATG4B protease cleavage of LC3 substrate; inhibition, % at 8.33 µM; ATG4B cleavage of LC3-PLA2, NBD-HPC fluorescence, 1 h; AID 504462; 340,000 compounds, 0.51% hits; Q9Y4P1; in the data active means inhibition above about 40%
mIAP activ: mouse IAP activation; activation factor at 10 µM; 330,000 compounds, 0.24% hits; muIAP, CDP-Star luminescence, 30 min; hits give high values; 1 = vehicle-only enzyme signal, 0 = enzyme-free wells;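 active means activation factor of at least 2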; further: the source names both 10 and 20 µM as test concentration; values of inactives mirror those of a sister screen read the other way
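System: mouse IAP enzyme. Reagent: CDP-Star chemiluminescent phosphatase substrate. Benchmarks: DMSO wells, no-enzyme wells. Times: 30 min enzyme-substrate-compound incubation at room temperature. Detection: luminescence from enzymatic CDP-Star hydrolysis. Doses: test compounds delivered from DMSO solution.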
PfG6PD inh: PfG6PD (Plasmodium falciparum) enzyme inhibition; PfGluPho enzyme, NADPH resazurin-diaphorase fluorescence; inhibition, % at 20 µM; 350,000 compounds, 0.78% hits;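 active means inhibition reaching at least a set limit at 20 µM in the primary screen, cut at about 59% in these data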;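 further: 0% = DMSO wells with substrate and 100% = DMSO wells lacking glucose-6-phosphate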
A3A deaminase: human APOBEC3A DNA deaminase inhibition; P31941; recombinant A3A, FAM/TAMRA ssDNA deamination fluorescence; inhibition, % at 20 µM; 330,000 compounds, 0.41% hits; AID 493011;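 active means at least 40% inhibition at 20 µM here, with at most 30% in a related deaminase screen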;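 further: plate controls were A3A with DMSO for no effect and wells lacking A3A enzyme for full effect; some results filed as inactive read as strong as hits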
Target sequence (P31941 whole entry, looked up): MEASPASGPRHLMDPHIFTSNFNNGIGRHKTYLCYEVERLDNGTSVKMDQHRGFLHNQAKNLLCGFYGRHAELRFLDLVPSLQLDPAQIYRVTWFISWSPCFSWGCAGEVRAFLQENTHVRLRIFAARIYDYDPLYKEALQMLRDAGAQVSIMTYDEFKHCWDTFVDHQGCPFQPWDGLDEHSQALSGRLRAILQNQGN
hIAP inh: blocks human intestinal alkaline phosphatase | inhibition, % at 10 µM | purified IAP, CDP-Star luminescence, 30 min | 330,000 compounds, 0.12% hits | P09923 | AID 2544;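 active means inhibition reaching a set limit with compound at 10 µM in the primary screen, cut at about 35% in these data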;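 further: plate controls were DMSO wells with enzyme for no effect and no-enzyme buffer wells for full effect; values of inactives mirror those of a sister screen read the other way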
* marks the source's active call; other numbers are inactive results; nt = not tested or not shown. No enrichment for hits, and some 2.4% of all compounds hit somewhere here.

Under each structure – mIAP activ, HKDC1 inhibitor, ATG4B inhibitor, hIAP inh, A3A deaminase, hIAP act, mIAP inh, PfG6PD inh
> CC1CCN(C(=O)CCCNC(=O)Cn2cnc3sc4c(c3c2=O)CCCC4)CC1
→ 1, 6, -14, 5, 4, 0.95, -2, 2
> CCC(C)NC(=O)C1c2cc(OC)c(OC)cc2C(=O)N(C)C1c1cccs1 (stereo not given)
→ 0.93, -4, -10, -3, 0, 1, 7, -8
> Cn1c(N)c(C(=O)COC(=O)c2cc(C(F)(F)F)nc3ccccc23)c(=O)n(Cc2ccccc2)c1=O
→ 0.88, 2, -7, -5, -1, 1.1, 12, 25
> Cc1cc2ccccn2c1C(=S)NC(=O)c1ccccc1
→ 0.86, -1, 2, 1, 2, 0.99, 14, 16
> COc1cc(NC(=O)c2cc(C)no2)cc(OC)c1OC
→ 1.1, 0, -10, 10, 0, 0.9, -9, -7
> NC(N)=N/N=C/c1ccc(Cl)c([N+](=O)[O-])c1
→ 1.1, -2, -2, 9, -1, 0.91, -9, -8
> Cc1ccc(CNC(=O)Cc2ccc(-n3cccc3)cc2)cc1
→ 1, -11, 12, 10, 0, 0.9, -4, -12
> CCCc1[nH][nH]c(=O)c1C(c1cccc(Cl)c1)C(C#N)C#N (stereo not given)
→ 0.94, 9, -9, -15, 1, 1.2, 6, 11
> Cc1cc(C(F)F)n2nc(C(=O)Nc3ccccc3F)nc2n1
→ 1.1, 5, -5, -7, -4, 1.1, -8, -10
> Cc1cc(C)n(CCCNC(=O)c2ccco2)n1
→ 1, 3, -5, 0, -3, 1, 0, -30
> Cc1ccc(C)c(-n2c(-c3ccco3)n[nH]c2=S)c1
→ 0.97, -2, -1, 8, -5, 0.92, 3, 28
> N#Cc1ccc(Cl)cc1NC(=O)COC(=O)c1ccc(S(=O)(=O)N2CCCC2)cc1
→ 0.88, 1, -9, 1, 2, 0.99, 12, 4
> O=C(c1ccccc1)c1c[nH]c(C(=O)NCCCn2ccnc2)c1
→ 0.89, -5, 2, 5, -4, 0.95, 12, 3
> COc1cc2c(cc1OC)CN(C(=O)Cn1ccccc1=O)CC2
→ 0.91, 1, -16, 0, 9, 1, 9, 0
> O=C(NCC1CCCO1)c1cc2c(s1)CCC2 (stereo not given)
→ 1, -6, -1, 1, 2, 0.99, -4, -13
> CCOC(=O)Cn1nnc2c(sc3nc4c(c(-c5ccccc5)c32)CCC4)c1=O
→ 0.91, -1, -6, 6, -1, 0.94, 9, -7
> Cc1cc(=O)[nH]c(N/N=C/c2ccccc2Cl)n1
→ 1, 2, -3, 13, -4, 0.87, 0, 16
> CCCN(CC(=O)Nc1ccccc1C)C(=O)c1ccc(S(=O)(=O)N2CCCCCC2)cc1
→ 0.97, -3, -4, -23, -3, 1.2, 3, 15
> O=C(Nc1cc(Sc2ccccn2)cc([N+](=O)[O-])c1)c1ccc([N+](=O)[O-])cc1
→ 0.85, 5, -9, 3, -2, 0.97, 15, 9
> Cc1ccc2c(COC(=O)c3ccccc3OC(F)F)cc(=O)oc2c1
→ 0.92, -3, 8, 18, -3, 0.82, 8, 0
> O=S(=O)(c1ccccc1)N1CCN(S(=O)(=O)c2ccc(F)cc2)CC1
→ 0.99, -2, -2, -3, -7, 1, 1, -6
> CC[C@H](C)C(N)c1cn([C@@H](CC(N)=O)C(=O)N2CCNCC2)nn1 (stereo not given in full)
→ 0.91, -2, -1, -5, 2, 1, 9, -5
> Cc1ccsc1C(=O)N1CCc2ccccc2C1
→ 0.95, -3, 4, 7, -2, 0.93, 5, -6
> CCCCCC(C)NC(=O)c1cc(S(=O)(=O)N2CCCCC2)ccc1N1CCOCC1 (stereo not given)
→ 1.1, -5, -3, 11, 0, 0.89, -6, 2
> C=CC1C(OC2OC(CO)C(O)C(O)C2O)OC=C(C(=O)OC)C1CC1CC(=O)CC(CC(=O)CCc2ccc(O)cc2)O1 (stereo not given)
→ 0.94, -8, -4, 6, 0, 0.94, 6, 5
> COCc1cc(Sc2ccc(Br)cc2)nc(-c2ccccc2)n1
→ 0.82, -3, -1, 17, -1, 0.83, 18, 6
> CC1CCCCC1NC(=O)c1cccc(S(=O)(=O)N2CCN(C)CC2)c1 (stereo not given)
→ 1, 0, -5, -9, 14, 1.1, 0, 0
> COc1ccccc1-n1cnc2cc(C(=O)NCC3CCCO3)ccc21 (stereo not given)
→ 1.1, -2, 0, -19, -4, 1.2, -9, 1
> COCCOc1ccc(C(F)(F)F)cc1NC(=O)COC(=O)c1cc[n+]([O-])cc1
→ 0.96, -8, -5, -5, -4, 1.1, 4, 14
> c1cncc(COC2CCCN(Cc3nc(-c4cccs4)no3)C2)c1 (stereo not given)
→ 0.9, -9, -3, 2, -2, 0.98, 10, -8
> CC1CCN(C(=O)CNC(=O)c2ccc(Cl)cc2Cl)CC1
→ 1.2, -1, 0, -2, -4, 1, -18, -13
> COc1ccc(N2C(=O)CSC2c2ccccc2[N+](=O)[O-])cc1 (stereo not given)
→ 0.92, -5, 8, 6, -2, 0.94, 8, -17
> Cc1cccc(-n2ccc(=O)c(C(=O)Nc3ccc(S(=O)(=O)Nc4onc(C)c4C)cc3)n2)c1
→ 0.99, -5, -1, -16, -3, 1.2, 1, 4
> CCOC1OC(=O)C(Cl)=C1Nc1ccc(C)cc1 (stereo not given)
→ 0.97, 2, 4, -13, 0, 1.1, 3, -10
> CC(=O)Nc1ccc2c(c1)CCCC2=O
→ 0.94, 10, -15, 4, 2, 0.96, 6, 15
> CSc1nc2c(c(=O)[nH]1)C(c1cccs1)C1=C(CCCC1=O)N2 (stereo not given)
→ 1.1, 8, 4, 0, 8, 1, -8, 29
> CCNC(=O)/C=C/c1ccccc1[N+](=O)[O-]
→ 0.96, 7, -6, 7, 0, 0.93, 4, -1
> COc1ccc(N(C(=O)c2ccncc2)S(=O)(=O)c2cccc([N+](=O)[O-])c2)cc1
→ 0.99, -2, -1, 5, -2, 0.95, 1, 6
> Cc1cc(C)n2nc(SCC(=O)c3ccc[nH]3)nc2n1
→ 1, -1, -1, 3, 3, 0.97, -5, 32
> NS(=O)(=O)c1cccc2cccnc12
→ 1.1, -3, -4, 0, 4, 1, -6, 1
> O=C(Nc1cccc(C(F)(F)F)c1)OCCN1CCN(Cc2ccccc2)CCC1=O
→ 1.4, 2, -11, 5, 1, 0.95, -43, -8
> COC(=O)CCN(Cc1ccccc1)S(=O)(=O)c1ccccc1Br
→ 1.1, -4, 12, nt, 1, nt, -7, 1
> Cc1ccc(C)c(NC(=O)c2ccc(OC(=O)c3ccco3)cc2)c1
→ 0.95, -3, -3, 7, -1, 0.93, 5, 8
> CCN1CCCC1Cn1cnc2c([nH]c3cccc(Cl)c32)c1=O (stereo not given)
→ 1.1, 3, 5, -29, -1, 1.3, -10, -13
> Cc1cc(C)cc(C(=O)N2CCCCCC2)c1
→ 0.98, -2, -7, -7, 0, 1.1, 2, 2
> COc1ccc(-c2nnn(CC(=O)N3CCN(c4ccccc4OC)CC3)n2)cc1
→ 0.97, -8, -7, -4, -4, 1, 3, 10
> CCN1CCN(CCNC(=O)c2ccc(CS(=O)c3ccc(Cl)cc3)o2)CC1 (stereo not given)
→ 0.94, -4, -1, -2, -5, 1, 6, 0
> O=C(Nc1cc(-c2ccccc2)[nH]n1)c1ccccc1
→ 0.94, -1, -5, 2, 2, 0.98, 6, 21
> COc1cc(OC)c(C#N)c(S(=O)Cc2ccccc2)c1 (stereo not given)
→ 1.1, -5, -2, -6, -1, 1.1, -6, 2
> c1ccc(-n2nnc3ccccc32)nc1
→ 1, -11, -9, -1, -19, 1, -2, -13
> COc1ccc(CNC(=O)CSc2ncn[nH]2)cc1OC
→ 1.1, -6, -4, 7, 4, 0.93, -5, -27
> Cc1cccc(C(=O)NC(=S)N2CCN(C(=S)NC(=O)c3cccc(C)c3)CC2)c1
→ 0.93, -11, -4, 17, -3, 0.83, 7, 11
> Nc1nnnn1/N=C/c1ccccn1
→ 1, 6, -2, 8, 3, 0.92, -2, -1
> CCN(CC)c1ccc(CN(C(=O)c2cc(OC)c(OC)c(OC)c2)C2CCS(=O)(=O)C2)cc1 (stereo not given)
→ 1.1, 8, -6, -6, -16, 1.1, -5, 4
> COc1cc(O)c(C(CCN2CCOCC2)c2ccc3c(c2)OCO3)c(OC)c1 (stereo not given)
→ 0.79, 2, -3, -2, -3, 1, 21, 16
> COc1ccc(C(=O)NCc2nnc(SCC(=O)N3CCCCC3)o2)cc1OC
→ 1.1, -3, -13, 4, 3, 0.96, -6, -5
> Cc1onc(-c2c(Cl)cccc2Cl)c1C(O)c1ccc(F)cc1 (stereo not given)
→ 1, 2, 2, -14, 0, 1.1, -1, -33
> CC(=O)NCCc1nc2cc(NC(=O)c3cccc([N+](=O)[O-])c3)ccc2n1C
→ 0.94, -4, 7, 2, -1, 0.98, 6, -13
> CCOC(=O)C1=C(NC(=S)NC(=O)c2ccccc2)c2ccccc2CC1C(C)C (stereo not given)
→ 0.85, 5, 8, 8, 0, 0.92, 14, 20
> Nc1[nH]c(N=NC(=O)c2ccc(Cl)cc2)c2ccccc12
→ 0.97, -12, -7, -52, 1, 1.5, 2, 18

As a working copy, part of the list above:
Under each structure – mIAP activ, HKDC1 inhibitor, ATG4B inhibitor, hIAP inh, A3A deaminase, hIAP act, mIAP inh, PfG6PD inh
> O=C(Nc1cccc(C(F)(F)F)c1)OCCN1CCN(Cc2ccccc2)CCC1=O
→ 1.4, 2, -11, 5, 1, 0.95, -43, -8
> COC(=O)CCN(Cc1ccccc1)S(=O)(=O)c1ccccc1Br
→ 1.1, -4, 12, nt, 1, nt, -7, 1
> Cc1ccc(C)c(NC(=O)c2ccc(OC(=O)c3ccco3)cc2)c1
→ 0.95, -3, -3, 7, -1, 0.93, 5, 8
> CCN1CCCC1Cn1cnc2c([nH]c3cccc(Cl)c32)c1=O (stereo not given)
→ 1.1, 3, 5, -29, -1, 1.3, -10, -13
> Cc1cc(C)cc(C(=O)N2CCCCCC2)c1
→ 0.98, -2, -7, -7, 0, 1.1, 2, 2
> COc1ccc(-c2nnn(CC(=O)N3CCN(c4ccccc4OC)CC3)n2)cc1
→ 0.97, -8, -7, -4, -4, 1, 3, 10
